# Texas Red fluor – qHTS Assay for Spectroscopic Profiling in Texas Red Spectral Region. Compound fluorescence, Texas Red channel, 547/618 nm; hits give high values. max dye-equivalent concentration, M. 0.06% of 59,000 active. AID 587, 2007; in the data active means max dye-equivalent concentration above about 10 nM; inconclusive means between about 1.1 nM and that limit
#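 Texas Red-region profiling: compounds in 100 mM Tris pH 8.0 were read at 547/618 nm after 15 min at room temperature. Intensities were normalized against a six-point Texas Red standard series to give dye-equivalent concentration.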
# Fluorescein fluor – qHTS Assay for Spectroscopic Profiling in Fluorescein Spectral Region; AID 593, 2007; 0.91% of 59,000 active; Compound autofluorescence, 480/540 nm, fluorescein-equivalent; hits give high values; max fluorescein-equivalent concentration, M; in the data active means max fluorescein-equivalent concentration above about 10 nM; inconclusive means between about 1.1 nM and that limit
#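 First, buffer (100 mM Tris, pH 8.0) dispensed; second, compounds and fluorescein standards pinned in; third, 15 min room-temperature incubation; finally, imaging at ex 480 nm/em 540 nm. Fluorescence normalized against the six-point fluorescein curve.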
# Luciferase inh – qHTS Assay for Inhibitors of Firefly Luciferase. purified firefly luciferase, luminescence, 8 min. AID 411, 2009. Potency, µM (doses to about 57.1 µM), for the others: top-dose activity change, negative = inhibition, actives largely listed as inhibitors. 2.2% of 72,000 active; further: potency means the concentration at half of the fitted maximal effect; on the % scale 0 is the no-effect control and ±100 the full control effect; nearly all actives have a fitted effect of over 40% in size
#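 Luminescence read-out after 8 min at room temperature; enzyme reaction used luciferin plus 10 uM ATP (linear range) in imidazole buffer pH 7.2 with KCl, MgCl2, Tween 20 and BSA. Each sample was run as a titration.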
# Casp7 inh – qHTS Assay for Allosteric/Competitive Inhibitors of Caspase-7 | recombinant caspase-7, Ac-DEVD-AFC fluorescence rate | Potency, µM (doses to about 57.5 µM), inactives show top-dose activity change, negative = inhibition, usual class: inhibitors | 0.02% of 75,000 active; active means well fitted inhibition curve with a large enough effect in the main read-out, with a control signal flat, not every such curve was filed as active; inconclusive means small, poorly fitted or top-dose-only effect, or a change in a side signal; further: potency means the concentration at half of the fitted maximal effect; % of control where 0% means no effect
# ERK AVP block – qHTS Assay for Inhibitors of the ERK Signaling Pathway using a Homogeneous Screening Assay; HEK293-V1b, vasopressin-stimulated pERK AlphaScreen; Potency, µM (titrated, usually from 57.5 µM), without a hit: top-dose activity, negative = inhibition, actives largely listed as inhibitors; 0.99% of 72,000 active; further: potency means the concentration at half of the fitted maximal effect; on the % scale 0 is the no-effect control and ±100 the full control effect; nearly all actives have a fitted effect of over 55% in size
#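 HEK293 cells stably expressing V1b receptor, seeded overnight in 1% FBS, were treated with compounds for 30 min at 37C, then stimulated 5 min with 25 nM vasopressin; phospho-ERK read by AlphaScreen SureFire after lysis.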
# USP2a inh – qHTS Assay for Inhibitors of Ubiquitin-specific Protease USP2a; AID 927, 2007; USP2a enzymatic assay, qHTS inhibition; Potency, µM (highest dose often 38.3 µM), for the others: at the highest dose activity change, negative = inhibition, most hits filed as inhibitors; Ubiquitin carboxyl-terminal hydrolase 2 (Homo sapiens), O75604; 0.1% of 60,000 active;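 further: potency means the concentration at half of the fitted maximal effect; nearly all actives have a fitted effect of over 60% in size; plate controls were DMSO for no effect and NEM full inhibition control for full effect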
# Target sequence (O75604 whole entry, looked up): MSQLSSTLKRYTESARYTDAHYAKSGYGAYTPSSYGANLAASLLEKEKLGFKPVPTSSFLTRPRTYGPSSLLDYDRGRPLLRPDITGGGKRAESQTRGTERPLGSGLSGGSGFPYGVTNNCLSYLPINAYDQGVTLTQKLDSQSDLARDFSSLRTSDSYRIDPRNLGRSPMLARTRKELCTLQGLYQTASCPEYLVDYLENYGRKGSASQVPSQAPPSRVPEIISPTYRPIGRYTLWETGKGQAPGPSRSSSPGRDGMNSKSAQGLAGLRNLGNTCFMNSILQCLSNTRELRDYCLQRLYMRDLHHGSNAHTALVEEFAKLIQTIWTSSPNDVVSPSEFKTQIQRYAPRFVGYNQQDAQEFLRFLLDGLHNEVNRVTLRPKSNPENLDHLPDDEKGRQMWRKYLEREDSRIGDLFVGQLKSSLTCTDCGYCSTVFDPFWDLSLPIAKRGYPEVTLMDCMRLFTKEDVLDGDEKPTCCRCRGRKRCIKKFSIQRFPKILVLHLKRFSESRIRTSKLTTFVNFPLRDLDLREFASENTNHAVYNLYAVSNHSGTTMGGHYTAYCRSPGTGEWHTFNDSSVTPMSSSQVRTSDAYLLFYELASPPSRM
#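 USP2 core (20nM final) preincubated 30 min RT with compound, then Ub-PLA2 20nM and NBD C6-HPC 20uM final added; buffer 20mM Tris-HCl pH 8.0, 2mM CaCl2. Fluorescence Ex 460/Em 535 read at 0 and 2.5 h; normalized to NEM.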
# Caspase-1 inhib – qHTS Assay for Allosteric/Competitive Inhibitors of Caspase-1. Caspase-1 enzyme, Ac-WEHD-AFC fluorogenic rate. Potency, µM (series often up to 57.5 µM), for the others: at the highest dose activity change, negative = inhibition, usual class: inhibitors. 0.03% of 75,000 active. P29466;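 further: potency means the concentration at half of the fitted maximal effect; plate controls were vehicle for no effect and no substrate for full effect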
# Tau fil binding – qHTS Assay for Tau Filament Binding; Microtubule-associated protein tau (Homo sapiens), P10636; recombinant tau filaments, thioflavin S fluorescence, 15 h; filaments grown with octadecylsulfate alongside compound; Potency, µM (doses to about 57.1 µM), for the others: at the highest dose activity change, negative = inhibition; 2% of 71,000 active; AID 596, 2007;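 further: potency means the concentration at half of the fitted maximal effect; on the % scale 0 is the no-effect control and ±100 the full control effect; actives lower thioflavin S fluorescence by blocking filaments or displacing dye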
#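 Thioflavine S fluorescence (ex 450, em 510 nm) reports filaments formed from 1 uM human tau plus 30 uM ODS over 15 h at 37 C (10 mM HEPES pH 7.4, 100 mM NaCl, 5 mM DTT); compounds displacing dye or blocking filaments lower signal.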
# HADH2 inhib – qHTS Assay for Inhibitors of HADH2 (Hydroxyacyl-Coenzyme A Dehydrogenase, Type II); Potency, µM (series often up to 57.1 µM), for the others: at the top dose activity change, negative = inhibition, hits mostly inhibitors; 3.4% of 73,000 active; recombinant HADH2, NADH fluorescence, beta-hydroxybutyryl-CoA; AID 886, 2007; 3-hydroxyacyl-CoA dehydrogenase type-2 (Homo sapiens), Q99714; further: potency means the concentration at half of the fitted maximal effect; on the % scale 0 is the no-effect control and ±100 the full control effect; nearly all actives have a fitted effect of over 60% in size; many of its hits are not listed in these tables
# Target sequence (Q99714 whole entry, looked up, one chain of several): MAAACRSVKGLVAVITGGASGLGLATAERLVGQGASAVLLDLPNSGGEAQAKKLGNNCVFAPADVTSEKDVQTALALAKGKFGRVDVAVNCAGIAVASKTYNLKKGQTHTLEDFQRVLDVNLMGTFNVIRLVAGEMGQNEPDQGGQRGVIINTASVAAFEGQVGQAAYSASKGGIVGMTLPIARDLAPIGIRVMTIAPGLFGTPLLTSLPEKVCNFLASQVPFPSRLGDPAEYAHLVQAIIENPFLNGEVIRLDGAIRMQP
#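 NADH fluorescence (ex 360/em 450 nm) read every 30 s for 4 min; activity taken as last-minus-first time point difference. Enzyme 20 nM, NAD+ 1 mM, beta-hydroxybutyryl-CoA 90 uM, pH 9.0 Tris buffer.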
# HEK293 cAMP ctrl – qHTS Assay for Agonists of the Thyroid Stimulating Hormone Receptor: Activators of Intracellular cAMP Concentrations in Parental HEK 293 | AID 938, 2007 | Potency, µM (titrated, usually from 57.1 µM), for the others: top-dose activation, actives largely listed as activators | 2.5% of 73,000 active | parental HEK293 CNG cAMP sensor, membrane potential fluorescence; further: potency means the concentration at half of the fitted maximal effect; % of control where 0% means no effect; nearly all actives have a fitted effect of over 55% in size
#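 Parental HEK 293 cells stably expressing a cAMP-gated CNG channel were loaded with membrane potential dye containing 100 uM RO 20-1724 for 60 min. Compound added for 30 min; depolarization read as fluorescence intensity at 590 nm.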
# Rhodamine autofl – qHTS Assay for Spectroscopic Profiling in Rhodamine Spectral Region | 0.05% of 59,000 active | max dye-equivalent concentration, M | Rhodamine-region fluorescence, 547/598 nm, Tris buffer; hits give high values | AID 594, 2007; in the data active means max dye-equivalent concentration above about 11 nM; inconclusive means between about 1.1 nM and that limit
#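 qHTS spectral profiling of compounds without any target or enzyme present, in pH 8.0 Tris buffer; plates were read after a 15-minute room-temperature incubation using the rhodamine-region filter set.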
# Numbers without * were called inactive; i = inactive; u = inconclusive; x = not tested or not shown; [ ] = dose if it differs, or a comment. Unless noted, the call rests on the fitted dose curve; in most records, active means well fitted curve in the direction sought with a large enough effect; inconclusive means small, poorly fitted or top-dose-only effect, or another doubt; inactive means no such curve, though single readings can be large; an effect the other way counts as inactive or inconclusive. Some of the compounds tested; the hit share may differ from the screen's.
SMILES,Texas Red fluor,Fluorescein fluor,Luciferase inh,Casp7 inh,ERK AVP block,USP2a inh,Caspase-1 inhib,Tau fil binding,HADH2 inhib,HEK293 cAMP ctrl,Rhodamine autofl
CSC(=NS(=O)(=O)c1ccc(C)cc1)SC,x,x,-1%,-1%,9%,-8%,1%,30%,6%,27%,x
O=C(O)c1ncc(-c2ccccc2)cn1,x,x,-2%,0%,-10%,0%,-1%,8%,-7%,3%,x
Cn1c(SCC(=O)NC2CCCCCC2)nnc1-c1cccs1,u,i,1%,0%,-4%,1%,-1%,9%,4%,1%,i
Nc1nc(-c2ccccc2)nn1C(=O)Cc1ccccc1,i,u,0%,1%,3%,2%,0%,-8%,-8%,4%,i
Cc1ncc[nH]1,x,x,x,1%,7%,x,1%,5%,6%,17%,x
Nc1ccc([N+](=O)[O-])cc1O,x,x,x,-2%,3%,x,-10%,-14%,-10%,-7%,x
Cc1ccc(-c2cc(C(=O)Nc3c(C)n(C)n(-c4ccccc4)c3=O)[nH]n2)c(O)c1,i,i,-1%,0%,-12%,10%,-3%,49%,17%,17%,i
Oc1c(CN2CCN(c3ccccc3)CC2)cc(Br)c2cccnc12,u,i,-8%[11.4 µM],0%[11.5 µM],-17%[11.5 µM],x,-2%[11.5 µM],u,3%[11.4 µM],0%[11.4 µM],i
CC(C)N1C(=O)CCC1C(=O)N1CCN(c2ccccn2)CC1 (configuration not stated),x,x,4%,-1%,-6%,x,0%,-2%,17%,5%,x
CCOC(=O)C1=C(N)OC2=C(C(=O)CCC2)C1c1ccco1 (configuration not stated),i,u,2%,-1%,-21%,4%,-3%,-3%,-10%,u,i

# Single records, as listed above.
# Results for `Cc1ncc[nH]1` → Texas Red fluor: x; Fluorescein fluor: x; Luciferase inh: x; Casp7 inh: 1%; ERK AVP block: 7%; USP2a inh: x; Caspase-1 inhib: 1%; Tau fil binding: 5%; HADH2 inhib: 6%; HEK293 cAMP ctrl: 17%; Rhodamine autofl: x
# Results for `Cn1c(SCC(=O)NC2CCCCCC2)nnc1-c1cccs1` → Texas Red fluor: u; Fluorescein fluor: i; Luciferase inh: 1%; Casp7 inh: 0%; ERK AVP block: -4%; USP2a inh: 1%; Caspase-1 inhib: -1%; Tau fil binding: 9%; HADH2 inhib: 4%; HEK293 cAMP ctrl: 1%; Rhodamine autofl: i
# Results for `Nc1nc(-c2ccccc2)nn1C(=O)Cc1ccccc1` → Texas Red fluor: i; Fluorescein fluor: u; Luciferase inh: 0%; Casp7 inh: 1%; ERK AVP block: 3%; USP2a inh: 2%; Caspase-1 inhib: 0%; Tau fil binding: -8%; HADH2 inhib: -8%; HEK293 cAMP ctrl: 4%; Rhodamine autofl: i

# Additional results follow:
SMILES,Texas Red fluor,Fluorescein fluor,Luciferase inh,Casp7 inh,ERK AVP block,USP2a inh,Caspase-1 inhib,Tau fil binding,HADH2 inhib,HEK293 cAMP ctrl,Rhodamine autofl
COC(=O)CN1C(=O)C2(OCCCO2)c2ccccc21,i,u,0%,1%,-13%,-3%,-1%,-4%,9%,8%,i
CCS(=O)(=O)N1CCC(NC(=O)c2ccco2)CC1,u,i,3%,1%,-5%,2%,-1%,-1%,-2%,10%,i
CCCSC1=C(C#N)C(c2ccccc2C)C(C(=O)OC)C(=O)N1 (configuration not stated),i,u,3%,1%,-24%,3%,-2%,6%,-30%,2%,i
N#CCc1ccc(NS(=O)(=O)c2ccc(N3CCCC3=O)cc2)cc1,x,x,-4%,-1%,-22%,x,0%,7%,5%,u,x
O=[N+]([O-])c1ccc(-c2nc(-c3ccc(F)cc3)c(-c3ccncc3)[nH]2)cc1,x,x,x,3%,20µM*,29%,-8%,x,5%,x,x
O=C(O)c1cccc2[nH]c(C(F)(F)F)nc12,u,i,-40%,7%,8%,-5%,0%,2%,-27%,1%,i
Clc1ccc(C(c2nnnn2C2CCCC2)N2CCN(Cc3ccncc3)CC2)cc1 (configuration not stated),i,i,2%,2%,-12%,x,-5%,-9%,11%,25%,i
Cc1nc(C)c(C(=O)Nc2nc3c(C)cccc3s2)o1,i,u,0%,-12%,-2%,39%[activator],-6%,32µM*,7.9µM*,12%,i
O=C(Cc1ncn[nH]1)NCCc1ccccc1,x,x,-2%,-9%,14%,x,2%,-24%,-2%,10%,x
NC(=O)c1cc(Br)cc2c3c([nH]c12)CCCC3,i,u,-2%,-9%,u,u,-11%,i,-11%,3%,i
COc1ccccc1C(=O)Nc1nnn(C)n1,i,i,0%,1%,-3%,0%,0%,6%,-9%,2%,i
c1cncc(-c2cncnc2NCc2cccs2)c1,i,u,-2%[2.29 µM],-4%,-2%,-6%,-3%,-5%,6%,7%,i
CC12CCC(C(=O)NC3CCCC3)(CC1=O)C2(C)C (configuration not stated),i,i,1%,-3%,-12%,4%,1%,-7%,4%,-1%,i
COc1ccc(OC)c(-c2csc3nnc(SCC(=O)Nc4ccc(NC(C)=O)cc4)n23)c1,i,u,-2%,-1%,3%,24%,-1%,-18%,-25%,-5%,i
CCc1cc2c(N3CCCCC3)ncnc2s1,i,i,2%,1%,-26%,-7%,0%,6%,2%,u,i
O=C(NC1CCCCC1)C1CCN(c2cnccn2)CC1,u,i,2%,0%,-8%,x,0%,-4%,-10%,5%,i
CCOC(=O)CSc1nnc(-c2ccc(OC)cc2)n1CC,i,i,3%,2%,5%,-3%,-1%,1%,25%,10%,i
O=C(c1ccco1)N1CCN(Cc2cccc(F)c2)CC1,i,i,1%,1%,-6%,5%,0%,-3%,7%,3%,i
COC(=O)[C@@]1(Cc2ccc(F)cc2)[C@H]2c3cc(C(=O)N4CCCC4)n(Cc4ccc(Cl)c(C(F)(F)F)c4)c3C[C@H]2CN1C(=O)c1ccccc1,x,x,x,-7%,17%,x,-4%,15%,19%,u,x
COc1ccc(CCNC(=O)c2oc3ccc(S(=O)(=O)N4CCOCC4)cc3c2C)cc1OC,i,i,-3%,0%,u,30%[activator],0%,-3%,-8%,8%,i
O=C(CSC1=NCCS1)N1CCCC1,i,u,1%,-1%,16%,-3%,0%,6%,-10%,-7%,i
Cc1ccc(-c2ccc(=O)n(CC(=O)NCCN3C(C)CCCC3C)n2)cc1 (configuration not stated),u,u,1%,2%,22%,-1%,-1%,6%,17%,24%,i
COc1ccccc1CNC(=O)CCCNS(=O)(=O)c1cccc2nsnc12,i,i,-1%,-6%,-3%,-5%,-9%,1%,2%,-4%,i
CC[C@H]1C2=C3C(CC[C@H]4C(OC)OC[C@](C)([C@@H]34)N(C(=O)OC(C)(C)C)C2)C(CO)C1CO (some centres not stated),x,x,x,-6%,-4%,x,-1%,63%,2%,3%,x
c1ccc(CCNc2ncnc3c2nnn3Cc2ccccc2)cc1,i,1.2e-08M*,2%,5%,7%,-10%,-2%,-8%,17%,26%,i
CN(CC(=O)O)S(=O)(=O)c1cccs1,u,i,1%,-3%,7%,-2%,0%,-13%,-5%,1%,i
CCc1ccccc1OCCCCN1CCCC1,i,i,-1%,1%,-6%,-21%,-3%,-12%,7%,16%,i
C=CCn1c(-c2c[nH]c3ccccc23)n[nH]c1=S,i,i,-2%,0%,-14%,9%,-1%,-6%,-24%,-8%,i
N#Cc1ccc(CN2CC3(CCN(C(=O)c4cnccn4)CC3)C2)cc1,u,i,-7%[11.4 µM],1%,-1%,2%,-2%,-12%,0%,-4%,i
CCC12C=C(/C=C/c3ccccc3)C(CC)(C1)C(c1ccccc1)CC2=O (configuration not stated),x,x,x,1%[11.5 µM],23%[11.5 µM],x,0%[11.5 µM],x,-4%[11.4 µM],12%[11.4 µM],x
O=C(CCCOc1ccccc1)N1CCc2ccccc2C1,i,i,-2%,-4%,9%,3%,-1%,-4%,-4%,24%,i
NCc1ccc(C(=O)O)cc1,u,i,1%[11.4 µM],-1%[11.5 µM],19%[11.5 µM],x,0%[11.5 µM],3%[11.4 µM],-1%[11.4 µM],-9%[11.4 µM],i
CCOC(=O)N1CCN(C(=O)c2ccc(N3CCCC3=O)cc2)CC1,u,i,-3%,-6%,-14%,9%,-5%,0%,-5%,0%,i

# Assay outcomes deposited in PubChem by National Center for Advancing Translational Sciences (NCATS).
